Bioassay records as filed in PubChem BioAssay.
OPRM1-OPRD1 ag: agonists of OPRM1-OPRD1 heterodimerization, primary screen, cell-based, luminescence | activation, % at 9.3 µM | 0.3% of 340,000 active | cells | Mu-type opioid receptor (Homo sapiens) + Delta-type opioid receptor (Homo sapiens), …; in the data active means activation above about 18%;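 further: 0% = vehicle-treated cells and 100% = reference agonist; values of inactives mirror those of a sister screen read the other way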
Target sequence (P35372 whole entry, looked up): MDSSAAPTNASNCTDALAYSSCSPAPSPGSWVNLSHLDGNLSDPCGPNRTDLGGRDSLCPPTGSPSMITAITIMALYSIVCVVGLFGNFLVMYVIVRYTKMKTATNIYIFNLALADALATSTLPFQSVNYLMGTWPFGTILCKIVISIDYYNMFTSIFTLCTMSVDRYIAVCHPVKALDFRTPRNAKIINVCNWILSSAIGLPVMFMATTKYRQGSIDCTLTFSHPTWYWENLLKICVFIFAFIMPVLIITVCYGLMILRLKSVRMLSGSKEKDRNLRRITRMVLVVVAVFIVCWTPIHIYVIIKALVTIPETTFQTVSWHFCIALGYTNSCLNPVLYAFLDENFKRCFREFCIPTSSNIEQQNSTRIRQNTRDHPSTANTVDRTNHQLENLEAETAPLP
Target sequence (P41143 whole entry, looked up): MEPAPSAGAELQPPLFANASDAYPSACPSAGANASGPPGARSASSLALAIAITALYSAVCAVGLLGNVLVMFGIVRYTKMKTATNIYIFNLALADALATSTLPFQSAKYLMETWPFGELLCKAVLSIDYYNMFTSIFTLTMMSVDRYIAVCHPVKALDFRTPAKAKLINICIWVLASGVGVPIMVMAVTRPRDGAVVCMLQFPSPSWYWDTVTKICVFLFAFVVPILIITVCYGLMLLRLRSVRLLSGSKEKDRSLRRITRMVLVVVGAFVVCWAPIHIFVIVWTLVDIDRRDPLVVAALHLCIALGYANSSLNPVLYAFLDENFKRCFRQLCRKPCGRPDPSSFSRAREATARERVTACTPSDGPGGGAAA
OPRM1-OPRD1 inv: inverse agonists of MOR-DOR heterodimerization, primary screen, cell-based, luminescence; Mu-type opioid receptor (Homo sapiens) + Delta-type opioid receptor (Homo sapiens), …; cell-based MOR-DOR heterodimer luminescence, inverse agonism; inhibition, % at 9.3 µM; 0.21% of 340,000 active; AID 504357, 2011; in the data active means inhibition above about 22%, passing the limit was not always enough;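 further: 0% = cells with DMSO and 100% = wells without cells with DMSO; values of inactives mirror those of a sister screen read the other way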
HTR5A inv ag: HTR5A inverse agonists in luminescence cell assay, primary screen, counter-screen for OPRM1-OPRD1 heterodimer inverse agonist project, full-deck HTS; 0.083% of 340,000 active; 5-hydroxytryptamine receptor 5A (Homo sapiens), P47898; inhibition, % at 9.3 µM; AID 504634, 2011; HTR5A cell line, inverse agonism; in the data active means inhibition mostly above about 23%, no sharp cut-off; inactive means mostly below about 18%;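 further: 0% = cells with DMSO and 100% = no-cell wells with DMSO; some compounds called inactive have numbers as strong as hits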
SUMO Mot1 rescue: yeast Mot1-301 growth rescue at high temperature, primary screen, SUMOylation pathway inhibitor project, S. cerevisiae, ATP luminescence, 38.5C | 1% of 320,000 active | S. cerevisiae Mot1-301 growth rescue; percent above DMSO median, 100 means doubled | growth rescue, % at 18.8 µM | AID 2716, 2010;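 active means every valid replicate shows activation above 250% relative to neutral control wells; inactive means the rest, any valid replicate at or below 250%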;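 further: OY570 slx delta 5 strain wells were the positive control but not used for scaling; some compounds called inactive have numbers as strong as hits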
E coli growth: E. coli V3065 growth inhibition, primary screen, counter-screen for AddAB inhibitor project, absorbance, OD600; inhibition, % at 11.9 µM; 18 h; 0.27% of 330,000 active; AID 449728, 2010;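 active means inhibition above the campaign's mean inhibition across all tested compounds plus 3 SD, cut at about 9.9% in these data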;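 further: uninfected addAB+ strain grown without phage in ampicillin broth; 0% = DMSO wells and 100% = ciprofloxacin 0.95 µg/ml wells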
phage Ecoli inh: growth loss of phage-infected E. coli, primary screen, RecBCD inhibitor project, absorbance, with phage, HTS | inhibition, % at 11.9 µM | 0.26% of 360,000 active | AID 651602, 2012; in the data active means inhibition above about 11%
PfHsp90 yeast 2: growth inhibition of PfHsp90-expressing yeast, primary screen, antimalarial PfHsp90 inhibitor project, S. cerevisiae, BacTiter-Glo luminescence, single point, set 2. BacTiter-Glo ATP, 48 h; yeast lacking PDR1 and PDR3 efflux regulators. inhibition, % at 9.4 µM. 0.32% of 310,000 active. AID 504621, 2011;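 active means every replicate shows inhibition above about 80%, whatever the replicate mean, limit read from the data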;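 further: 0% = DMSO neutral controls and 100% = 20 µM radicicol positive controls; yeast relying on Plasmodium falciparum Hsp90 in place of its own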
PKA-R2B activ: activators of PKA-R2B holoenzyme, primary screen, biochemical, fluorescence polarization, Cy5-IP20, human; PKA-R2B holoenzyme dissociation; R2B truncated from residue 108, S112A mutant; 0% DMSO only, 100% 113 µM cGMP; activation, % at 11.4 µM; 0.079% of 340,000 active;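 active means activation above a cutoff set at the mean over all compounds plus 3 SD, cut at about 18% in these data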;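 further: higher means more holoenzyme dissociation and a rise in polarization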
PKA-R1A activ: activators of PKA-R1A holoenzyme, primary screen, biochemical, fluorescence polarization, Cy5-IP20, bovine R1A, mouse PKAc; 0.083% of 340,000 active; PKA-R1A dissociation; scaled: DMSO 0%, 113 µM cGMP 100%; activation, % at 11.4 µM;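 active means percent activation above the mean of all tested compounds plus 3 SD, cut at about 19% in these data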;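 further: higher means more PKAc released from R1A so a rise in polarization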
Tat transport: E. coli Tat export inhibitors, primary screen, MC4100, TorA-mCherry reporter, fluorescence, single point; 0.036% of 340,000 active; inhibition, % at 10 µM;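 active means mean replicate inhibition at least 50% and at least half of replicates individually reaching 50%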;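 further: exported cargo escapes ClpAP degradation while cytoplasmic cargo is degraded and loses fluorescence; 0% = median of neutral control wells and 100% = median of NaSCN control wells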
AddAB inh: growth inhibition of E. coli expressing H. pylori AddAB, primary screen, AddAB inhibitor project, absorbance | inhibition, % at 11.9 µM | 0.29% of 330,000 active | AID 435030, 2010; in the data active means inhibition above about 12%;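 further: 0% = vehicle wells of infected cells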
Active calls of the source: *; i = inactive; . = no result given.

Below each SMILES: OPRM1-OPRD1 ag	OPRM1-OPRD1 inv	HTR5A inv ag	SUMO Mot1 rescue	E coli growth	phage Ecoli inh	PfHsp90 yeast 2	PKA-R2B activ	PKA-R1A activ	Tat transport	AddAB inh
1: COc1ccc(O)c(/C=C2/SC(=S)N(Cc3ccccc3)C2=O)c1
    0.7	-4	-9	-5	0.1	-0.4	-14	-4	-3	-3	-1.1
2: COc1cc(CN2CCN(CC3CC3)CC2CCO)cc(OC)c1 (stereo unspecified)
    0.2	-1	-11	8	1.4	-3.2	1	-5	9	9	4.2
3: COc1cc(S(=O)(=O)Nc2c(C)nn(C)c2C)ccc1NC(C)=O
    -1.1	6	-12	11	-0.8	2.7	7	3	0	17	0.9
4: COc1ccc(CC(=O)Nc2nc(-c3ccncc3)cs2)cc1
    -0.4	2	-8	-19	0.3	-0.3	-40	-7	-2	5	0.1
5: COc1ccc(C(=O)N/N=C(\C)CC(=O)Nc2ccc3c(c2)OCO3)cc1
    -2.8	14	5	-5	1.5	2.1	-14	-3	-2	-7	1.1
6: C=CCOc1ccc(/C=C2\SC(N)=NC2=O)cc1OC
    -4.3	19	-18	0	0.0	-0.2	-18	-3	-6	-11	0.8
7: COc1cc(OC)c(NC(=O)CCNS(=O)(=O)c2ccc3c(c2)oc(=O)n3C)cc1Cl
    -2.3	10	15	-10	-1.0	3.4	-13	-8	-2	0	-3.6
8: O=C(O)c1cccc(N2C(=O)c3ccc(Oc4ccc(Cl)cc4)cc3C2=O)c1
    -1.6	9	1	-15	-0.1	2.9	-9	-21	-3	-6	-1.0
9: CC(=O)Nc1ccc(NC(=O)COC(=O)c2c(C)nn(-c3ccccc3)c2C)cc1
    -3.0	15	-68	-12	-1.2	2.2	-17	5	-10	1	1.6
10: Cc1ccc(NC(=O)CCC(=O)c2ccc(Br)cc2)cc1
    0.0	0	5	-4	1.0	0.7	8	5	-1	5	1.8
11: Cc1ccccc1N1C(=O)c2ccccc2C1Nc1cccnc1 (stereo unspecified)
    -0.2	1	-22	-14	1.8	2.7	34	-1	-9	1	-0.2
12: CC(C)Cn1nc(NC(=O)C2CCCO2)c2cc3ccccc3nc21 (stereo unspecified)
    -2.6	11	8	-15	0.3	0.6	2	-3	10	8	2.8
13: Cc1cc(/C=C2/NC(=O)NC2=O)c(C)n1-c1cccnc1
    -1.1	6	8	0	0.4	4.7	-7	-6	-5	-7	1.4
14: COc1ccc(/C(C#N)=C/c2c(-c3ccc(Cl)cc3)nc3c(C)cccn23)cc1
    1.1	-5	-7	-7	1.0	2.4	-3	7	2	8	2.9
15: O=S(=O)(NCc1csc(-c2cccnc2)n1)c1ccc(F)cc1
    0.3	-2	-13	-1	2.6	0.2	4	-5	-15	14	4.6
16: CO/N=C/c1cn(-c2ccc(Cl)cc2)nn1
    4.7	-27	-19	-13	1.8	6.1	11	2	-7	-5	1.7
17: Cc1ccccc1OC(C)C(=O)Nc1cccnc1 (stereo unspecified)
    -0.3	2	-24	-12	1.4	0.8	-3	-1	7	6	-0.2
18: CC(C)OC(=O)CC12CN(C)CC(CC(=O)OC(C)C)(CN(C)C1)C2=O
    -2.7	15	-28	86	-0.2	4.9	-2	-9	-10	6	-1.6
19: CNC(=O)c1[nH]cnc1C(=O)NCC(=O)OCc1ccccc1
    -0.5	3	-16	-10	-3.7	3.5	-15	-9	-4	1	4.2
20: COc1ccc(C(=O)NCC(=O)N/N=C/c2cccc(OC(=O)c3ccco3)c2)cc1OC
    -2.5	12	1	17	2.4	2.3	14	-3	-2	1	1.9

Following part
Below each SMILES: OPRM1-OPRD1 ag	OPRM1-OPRD1 inv	HTR5A inv ag	SUMO Mot1 rescue	E coli growth	phage Ecoli inh	PfHsp90 yeast 2	PKA-R2B activ	PKA-R1A activ	Tat transport	AddAB inh
21: CCOC(=O)c1csc(-c2sccc2Br)n1
    -1.2	6	1	99	-0.1	0.2	3	-9	-7	3	-1.4
22: O=C(/C=C/c1ccco1)N/C(=C\c1ccco1)C(=O)NCCc1nc2ccccc2[nH]1
    0.6	-3	25	2	0.8	-0.8	-24	-8	6	-6	4.3
23: COc1cc(C=O)c(Br)cc1OCC(=O)NCc1ccccc1
    1.3	-9	11	18	0.1	4.5	-21	1	-14	12	0.9
24: Cc1ccccc1NC(=O)CN(C)S(=O)(=O)c1cccs1
    -0.9	6	-2	-5	1.6	1.8	10	-10	5	4	3.9
25: COc1cc(/C=N/N=C2/C(=O)Nc3ccccc32)ccc1O
    -2.6	13	12	-3	-0.4	0.1	2	-9	-21	-4	3.7
26: CC1CC(C)CN(C(=O)c2ccc(Br)c(S(=O)(=O)N3CCOCC3)c2)C1 (stereo unspecified)
    -2.6	11	-4	-17	-1.9	1.0	.	3	1	9	5.2
27: CN(C)c1ccc(C=C2C(=O)OC(C)(C(C)(C)C)OC2=O)cc1 (stereo unspecified)
    -0.4	2	9	311*	2.5	1.7	-18	-2	7	-8	0.3
28: CC(=O)Nc1cc2c(cc1NC(=O)Cn1nc(-c3ccccc3F)ccc1=O)OCCO2
    -0.4	2	-27	1	0.7	3.8	8	9	12	4	-1.3
29: C[C@H](CO)N1C[C@H](C)[C@@H](CN(C)S(=O)(=O)c2cccs2)Oc2c(NS(=O)(=O)c3ccc(F)cc3)cccc2C1=O
    -1.9	9	4	-9	-0.5	3.1	-27	-5	-8	3	2.2
30: O=C(NNC(=O)c1ccc(NC(=O)c2ccccc2)cc1)c1ccc(F)cc1
    -3.9	20	4	0	-0.2	-0.6	6	-4	-6	3	-2.5
31: CC(=O)Nc1ccc(-c2nn[nH]n2)cc1Cl
    -1.8	10	8	347	-1.2	1.1	-13	10	3	-7	1.7
32: Cc1ccc(NC(=S)N/N=C/c2c(Cl)cccc2Cl)c(C)c1
    1.1	-6	18	18	1.9	2.0	34	-4	-3	5	3.2
33: Cc1oc(/N=C/c2ccccc2O)c(C#N)c1C
    0.5	-3	-7	-12	-3.7	3.4	.	10	-13	-4	-0.9
34: CCn1c(=O)cc(SCC(=O)N2CCC(C)CC2)c2ccccc21
    -0.5	3	-3	-2	-2.2	1.9	8	1	1	2	1.9
35: OC(COC(c1ccc(Cl)cc1)c1ccc(Cl)cc1)CN1CCN(c2ccccn2)CC1 (stereo unspecified)
    4.5	-29	-14	-27	1.4	3.0	7	-3	2	6	-0.8
36: Cc1nn(CC(=O)NCc2ccc(C(=O)O)cc2)c(C)c1[N+](=O)[O-]
    -0.6	3	11	0	-0.5	5.2	-2	14	-19	16	2.9
37: Cc1ccccc1C(=O)NCCc1nnc(SCC(=O)Nc2nc(-c3ccccc3)cs2)n1C
    -1.8	9	-22	3	-2.4	0.5	.	3	3	0	1.0
38: O=C(COC(=O)C1CC(O)CN1S(=O)(=O)c1ccccc1[N+](=O)[O-])c1ccc[nH]1 (stereo unspecified)
    -2.2	8	-6	-12	0.7	2.1	-2	-6	-9	-9	1.0
39: Cc1cccc(NC(=S)N2CCC(O)CC2)c1C
    -1.9	10	-20	11	0.9	2.2	3	-9	2	-6	-1.0
40: CCC(C)NC(=O)c1cc(Cl)ccc1OC (stereo unspecified)
    -0.9	5	4	i	4.2	2.9	.	6	-4	14	4.4

Next part.
Below each SMILES: OPRM1-OPRD1 ag	OPRM1-OPRD1 inv	HTR5A inv ag	SUMO Mot1 rescue	E coli growth	phage Ecoli inh	PfHsp90 yeast 2	PKA-R2B activ	PKA-R1A activ	Tat transport	AddAB inh
41: CCC(C)[C@H]1CNCCN1CC1(c2ccccc2)CC1 (stereo partly specified)
    -1.1	6	15	-8	0.9	2.9	2	0	-12	0	2.8
42: CCOC(=O)C1=NN(c2ccccc2C)C2=NC(C)=C(C(=O)OC)C(c3cccs3)N12 (stereo unspecified)
    -2.6	12	9	159	1.0	1.9	.	-9	-4	-3	1.7
43: CCn1c(=O)cc(NC2=NCC(C)CN2c2cccc(Cl)c2)n(C)c1=O (stereo unspecified)
    -3.6	18	14	130	-1.2	-1.1	.	9	10	6	0.0
44: O=C(Nc1ccccc1C(=O)Nc1ccccc1)c1ccco1
    -2.9	16	-3	10	0.3	0.9	-11	4	6	2	2.9
45: CCOC(=O)c1ccc(-n2c(CN3CCC(C(N)=O)CC3)nc3ccc([N+](=O)[O-])cc3c2=O)cc1
    -1.6	8	-3	-10	-1.6	-0.3	-24	-2	0	-6	-1.0
46: CCn1c(COc2ccc(Cl)cc2)nnc1SCc1ccc(C#N)cc1
    -1.4	6	-8	8	-0.7	1.6	23	-8	-6	-4	0.7
47: Oc1ccc(Nc2nc(-c3cccs3)cs2)cc1
    -1.1	7	31	15	-1.4	2.4	1	-4	12	6	0.8
48: COc1cccc(-c2csc(N3CCN(C(=O)Nc4ccccc4Cl)CC3)n2)c1
    0.3	-1	11	12	1.0	4.5	1	3	-12	3	-0.9
49: N#Cc1ccc(OS(=O)(=O)c2ccc(-c3ccon3)s2)cc1
    -3.8	19	13	-8	0.7	1.6	8	0	-1	-1	1.2
50: CN(C)S(=O)(=O)c1cccc(NC(=O)COC(=O)/C=C/c2ccc3c(c2)OCO3)c1
    -0.8	4	2	-5	1.2	0.3	.	7	-10	2	-1.4
51: Cn1c(=O)c2c(SCC(=O)N3CCN(c4ccccc4)CC3)nc(C3CC3)nc2n(C)c1=O
    -1.6	9	3	-7	1.4	2.4	-30	16	7	-5	-3.2
52: COc1ccc(NC(=O)c2onc(C)c2Cl)cc1
    -0.2	1	-35	2	1.2	2.4	10	-1	3	4	0.8
53: CS(=O)(=O)c1ccc(Cl)c(NC(=O)COC(=O)c2ccc(F)cc2Cl)c1
    -2.6	12	-6	-5	1.0	3.3	-3	-6	-12	6	0.2
54: O=C(/C=C/c1ccccc1)NNC1=NS(=O)(=O)c2ccccc21
    -2.4	13	-12	-9	3.6	1.3	19	-5	-14	-9	0.2
55: CC(C)OCCCNc1ncc2c(n1)CC(c1cccs1)CC2=O (stereo unspecified)
    0.5	-4	3	-7	0.5	3.6	3	4	6	-1	-0.8
56: Cc1c(NC(=O)C2CCCCN2S(=O)(=O)c2ccc(Cl)cc2)c(=O)n(-c2ccccc2)n1C (stereo unspecified)
    -2.9	15	-4	3	-1.3	2.7	-8	-5	-11	4	-0.1
57: O=C1OCCN1C(=O)[C@H]1[C@H](c2ccc(F)cc2)C(c2cccc(Cl)c2)=NN1c1ccccc1
    1.9	-9	2	.	0.2	1.4	-27	1	8	1	0.7
58: CCC(C)(C)NC(=O)C(c1ccc(F)cc1)N(Cc1ccco1)C(=O)CCC(=O)Nc1ccccn1 (stereo unspecified)
    1.0	-6	-15	1	0.7	1.6	-7	5	-10	-2	1.9
59: Cc1cccc(C)c1N1C(=O)c2cccc([N+](=O)[O-])c2C1=O
    0.9	-5	-22	-9	-0.9	2.1	.	4	2	-6	-2.3
